Compound activity: PubChem, several laboratories
STK33 kinase inh: human STK33 kinase inhibition. Q9BYT3. purified STK33, MBP phosphorylation, ADP-Glo luminescence. inhibition, % at 10 µM. 0.073% of 320,000 active;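 active means inhibition at or above 25%, using the most active replicate where run in duplicate; inactive means inhibition below 25%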
Target sequence (Q9BYT3 whole entry, looked up): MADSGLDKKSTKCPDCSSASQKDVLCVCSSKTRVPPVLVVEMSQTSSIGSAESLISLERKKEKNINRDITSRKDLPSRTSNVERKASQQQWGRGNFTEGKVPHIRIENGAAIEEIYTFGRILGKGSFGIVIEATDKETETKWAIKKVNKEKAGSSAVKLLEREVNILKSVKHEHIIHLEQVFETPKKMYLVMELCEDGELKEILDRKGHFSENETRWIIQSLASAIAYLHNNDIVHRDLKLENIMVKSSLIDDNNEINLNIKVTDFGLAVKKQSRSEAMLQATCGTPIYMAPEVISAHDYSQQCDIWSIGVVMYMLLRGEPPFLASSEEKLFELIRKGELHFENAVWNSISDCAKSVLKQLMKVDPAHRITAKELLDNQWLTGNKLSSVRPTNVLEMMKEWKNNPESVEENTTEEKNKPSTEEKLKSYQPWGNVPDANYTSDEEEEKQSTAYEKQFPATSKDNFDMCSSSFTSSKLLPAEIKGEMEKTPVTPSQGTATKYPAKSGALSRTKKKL
OX1R antag-1: blocks the human orexin 1 receptor | O43613 | CHO/OX1R cells, Fluo-8 calcium fluorescence, orexin A | inhibition, % at 5 µM | 0.43% of 330,000 active | AID 434989;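 active means inhibition above its plate's threshold, mean inhibition of all tested compounds on the plate plus 3 SD, cut at about 37% in these data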;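 further: 0% = orexin A challenge wells and 100% = SB-334867-A antagonist wells; not every result past the cut was called active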
Target sequence (O43613 whole entry, looked up): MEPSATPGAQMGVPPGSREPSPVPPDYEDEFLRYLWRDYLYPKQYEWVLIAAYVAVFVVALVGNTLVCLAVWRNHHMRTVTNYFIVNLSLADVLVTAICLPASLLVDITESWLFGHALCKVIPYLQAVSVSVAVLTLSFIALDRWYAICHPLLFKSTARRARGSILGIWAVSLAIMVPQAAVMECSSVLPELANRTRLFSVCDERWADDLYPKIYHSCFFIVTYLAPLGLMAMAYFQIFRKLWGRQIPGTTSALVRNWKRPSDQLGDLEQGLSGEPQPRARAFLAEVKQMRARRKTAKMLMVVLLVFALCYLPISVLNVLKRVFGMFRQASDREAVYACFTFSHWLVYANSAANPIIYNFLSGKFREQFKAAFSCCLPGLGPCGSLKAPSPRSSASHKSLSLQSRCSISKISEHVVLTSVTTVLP
OX1R antag-2: OX1R (human) antagonism | O43613 | 1.8% of 330,000 active | inhibition, % at 6.6 µM | AID 485270 | OX1R-expressing cells, FRET antagonist read-out; in the data active means inhibition mostly above about 38%, no sharp cut-off; inactive means mostly below about 40%;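 further: 0% = agonist challenge alone and 100% = reference antagonist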
The depositor's hits bear a star.

How did COc1ccc(-n2c(CN3CCN(C)CC3)nc3ccc([N+](=O)[O-])cc3c2=O)c(OC)c1 do in these assays?
STK33 kinase inh: -0.7; OX1R antag-1: -24; OX1R antag-2: 27

Results for CCOc1ccc(-n2c(=S)sc3c(=O)[nH]c(SCC(=O)NCc4ccco4)nc32)cc1 ?
STK33 kinase inh: 1.0; OX1R antag-1: 12; OX1R antag-2: 18

Results for O=C(COC(=O)/C=C/c1ccc(Cl)cc1Cl)Nc1cc(C(F)(F)F)ccc1N1CCOCC1 ?
STK33 kinase inh: 1.3; OX1R antag-1: 1; OX1R antag-2: 7

What do the screens show for `O=C(NCc1ccccn1)/C(=C/c1ccco1)NC(=O)c1ccccc1`?
STK33 kinase inh: -0.7; OX1R antag-1: -8; OX1R antag-2: 26

How did CCc1ccc(NC(=O)CSc2nnnn2C)cc1 do in these assays?
STK33 kinase inh: -1.5; OX1R antag-1: 4; OX1R antag-2: 16

How did C/C=C/C(=O)OCC(=O)Nc1ccc(OC)c(OC)c1 do in these assays?
OX1R antag-1: -3; OX1R antag-2: 15

Results for CN(/N=C/c1cccs1)c1cc(=O)n(C)c(=O)[nH]1 ?
STK33 kinase inh: 1.3; OX1R antag-1: -5; OX1R antag-2: 34

What do the screens show for `Nc1c(C(=O)NCc2ccc3c(c2)OCO3)c2nc3ccccc3nc2n1CCCN1CCOCC1`?
STK33 kinase inh: -0.3; OX1R antag-1: 37; OX1R antag-2: 16

How did COC(=O)CSc1nc(C)cc(C(F)(F)F)c1C#N do in these assays?
STK33 kinase inh: 0.6; OX1R antag-1: -25; OX1R antag-2: 20

How did CSCCC(NC(=O)COc1ccccc1)C(=O)N1CCN(c2ccccc2O)CC1 (configuration not stated) do in these assays?
STK33 kinase inh: -0.9; OX1R antag-1: -27; OX1R antag-2: 13

What do the screens show for `CSc1ccc(C(=O)C2CCCN(C(=O)c3cccnc3SC)C2)cc1` (configuration not stated)?
STK33 kinase inh: -1.3; OX1R antag-1: -5; OX1R antag-2: 22

Results for CC(=O)c1c(O)cc(=O)oc1-c1ccc(C)cc1 ?
STK33 kinase inh: -1.2; OX1R antag-1: 9; OX1R antag-2: 14

Results for COc1ccc(-n2c(C)cc(/C=C3\C(=N)N4N=C(CC(=O)N5CCOCC5)SC4=NC3=O)c2C)c(OC)c1 ?
STK33 kinase inh: -1.0; OX1R antag-1: -13; OX1R antag-2: 13

What do the screens show for `CCOc1ccc2oc(C(=O)OCC(=O)N3C(C)CCCC3C)c(C)c2c1` (configuration not stated)?
STK33 kinase inh: 0.3; OX1R antag-1: 14; OX1R antag-2: 13

What do the screens show for `CCOc1ccc(N=C2NC(=O)CS2)cc1`?
STK33 kinase inh: 0.0; OX1R antag-1: -10; OX1R antag-2: 8

How did CC(=O)N1CCCC(C(=O)c2ccc(Oc3ccccc3)cc2)C1 (configuration not stated) do in these assays?
STK33 kinase inh: -2.2; OX1R antag-1: -13; OX1R antag-2: 13

How did COc1cccc(NC(=O)CS(=O)(=O)c2cn(CC(=O)N3CCOCC3)c3ccccc23)c1 do in these assays?
STK33 kinase inh: -0.8; OX1R antag-1: 1; OX1R antag-2: 4

What do the screens show for `FC(F)(F)c1cccc(Cc2noc(CN(Cc3ccccn3)CC3CCCO3)n2)c1` (configuration not stated)?
STK33 kinase inh: -0.6; OX1R antag-1: -19; OX1R antag-2: 17

What do the screens show for `COc1cc(C(=O)N(CCN(C)C)CC2CCCN(Cc3ccccc3F)C2)ccc1C` (configuration not stated)?
STK33 kinase inh: -1.9; OX1R antag-1: -16; OX1R antag-2: 6

Results for O=C(Cc1cccc(C(F)(F)F)c1)OCN1C(=O)c2ccccc2C1=O ?
STK33 kinase inh: -0.2; OX1R antag-1: -7; OX1R antag-2: 11

How did CCOc1ccc(N2CC(C(=O)Nc3nnc(C4CCCCC4)s3)CC2=O)cc1 (configuration not stated) do in these assays?
STK33 kinase inh: -0.8; OX1R antag-1: -28; OX1R antag-2: 1

How did N#C/C(=C\c1ccc(OC(=O)c2ccccn2)cc1)C(N)=O do in these assays?
STK33 kinase inh: 3.6; OX1R antag-1: -5; OX1R antag-2: 14

How did Cc1ccc(-c2nn(-c3ccccc3)cc2C(=O)NCC(c2cccs2)N2CCOCC2)cc1 (configuration not stated) do in these assays?
OX1R antag-1: -39; OX1R antag-2: 7

Results for O=C(N/N=C/c1ccc(Cl)s1)C(O)c1ccccc1 (configuration not stated) ?
STK33 kinase inh: 0.0; OX1R antag-1: 4; OX1R antag-2: 6

How did COCCn1c(SCC(=O)Nc2ccc(OC)cc2)nnc1-c1ccoc1C do in these assays?
STK33 kinase inh: -1.9; OX1R antag-1: -7; OX1R antag-2: 1

What do the screens show for `COc1ccc(CCN2C(=S)N(c3ccc(Cl)cc3)C(=O)C2CC(N)=O)cc1OC` (configuration not stated)?
STK33 kinase inh: -0.3; OX1R antag-1: -4; OX1R antag-2: 2

What do the screens show for `CCOC(=O)N1CCN(C(=O)CCn2c(=S)[nH]c3cc(OCC)c(OCC)cc3c2=O)CC1`?
STK33 kinase inh: -0.4; OX1R antag-1: 7; OX1R antag-2: 6

What do the screens show for `NC(=O)CCC(NS(=O)(=O)c1ccc(Cl)cc1)C(=O)NCc1ccccc1Cl` (configuration not stated)?
STK33 kinase inh: -2.0; OX1R antag-1: -23; OX1R antag-2: 5

How did O=C(OCc1c(Cl)nc2sccn12)c1cc2c(s1)CCCC2 do in these assays?
STK33 kinase inh: -0.7; OX1R antag-1: -4; OX1R antag-2: 11

Results for O=C(CSc1nnc2ccccn12)NCc1ccc2c(c1)OCO2 ?
STK33 kinase inh: 0.4; OX1R antag-1: 11; OX1R antag-2: 7

What do the screens show for `Cn1c(=NC(=O)c2cnccn2)sc2ccccc21`?
STK33 kinase inh: 3.4; OX1R antag-1: 19; OX1R antag-2: 67

Results for Cc1cc(=O)[nH]c(N/N=C/c2c(C)nn(-c3ccccc3)c2Cl)n1 ?
STK33 kinase inh: -0.2; OX1R antag-1: -23; OX1R antag-2: 32

How did O=C(CN(c1ccccc1)S(=O)(=O)c1ccccc1[N+](=O)[O-])Nc1cccnc1 do in these assays?
STK33 kinase inh: -1.5; OX1R antag-1: -34; OX1R antag-2: 5

Results for Cc1ccc(CNC(=O)c2ccccc2-n2cnnn2)cc1 ?
STK33 kinase inh: -0.3; OX1R antag-1: -14; OX1R antag-2: 11

How did CCOC(=O)c1nnc(-c2ccc(C)cc2)nc1Sc1ccc(Cl)cc1 do in these assays?
STK33 kinase inh: -0.7; OX1R antag-1: 5; OX1R antag-2: 16

What do the screens show for `COCCNC(=O)C1CCC(=O)N(c2ccc(OC)cc2)C1c1ccc(OC)c(OC)c1` (configuration not stated)?
STK33 kinase inh: -0.2; OX1R antag-1: -32; OX1R antag-2: 10

Results for CCCNC(=O)C(Cc1ccccc1)NC(=O)c1ccccc1 (configuration not stated) ?
STK33 kinase inh: 1.1; OX1R antag-1: -11; OX1R antag-2: 8

How did CCOC(=O)N1N=C(C)CC1(O)c1ccc(Cl)cc1 (configuration not stated) do in these assays?
STK33 kinase inh: 0.1; OX1R antag-1: -8; OX1R antag-2: 1

What do the screens show for `O=C(Nc1cccnc1)c1cc(-c2cccs2)on1`?
STK33 kinase inh: -0.9; OX1R antag-1: -18; OX1R antag-2: 18

How did CC1(C)CC(NC(=O)C(=O)NCCc2ccccc2)CC(C)(C)N1 do in these assays?
STK33 kinase inh: -1.5; OX1R antag-1: -12; OX1R antag-2: 10

Results for CCCn1c(=O)c(C(=O)NNC(=O)c2ccc(Cl)cc2Cl)c(O)c2ccccc21 ?
STK33 kinase inh: 0.0; OX1R antag-1: -29; OX1R antag-2: 0

Results for C=CCNC(=O)/C(=C/c1ccccc1OCC)NC(=O)c1ccccc1 ?
STK33 kinase inh: -2.1; OX1R antag-1: -12; OX1R antag-2: 16

Results for COc1c(Cl)ccc(Cl)c1C(=O)NC(=O)N1CCOCC1 ?
STK33 kinase inh: 0.5; OX1R antag-1: -7; OX1R antag-2: 1

What do the screens show for `COc1ccc(/C=C/C2=CC(C)(C)NC(=S)N2)cc1OC`?
STK33 kinase inh: -0.4; OX1R antag-1: -13; OX1R antag-2: 12

Results for CN1CCN(C(=O)C2=C[C@H](C3CC3)C[C@H](OCc3ccc(CO)cc3)O2)CC1 ?
STK33 kinase inh: -0.2; OX1R antag-1: -6; OX1R antag-2: 22

What do the screens show for `CC(NC(=O)CSc1nc2ccccc2n1C)c1ccccc1` (configuration not stated)?
STK33 kinase inh: -0.1; OX1R antag-1: -17; OX1R antag-2: 21

What do the screens show for `CCOc1ccc(N(C(C)C(=O)N/N=C(\C)C(C)(C)C)S(C)(=O)=O)cc1` (configuration not stated)?
STK33 kinase inh: 1.7; OX1R antag-1: -22; OX1R antag-2: 8

What do the screens show for `Cc1ccc(N(CC(=O)Nc2cc(Cl)ccc2Oc2ccccc2)S(C)(=O)=O)cc1C`?
STK33 kinase inh: -0.5; OX1R antag-1: -10; OX1R antag-2: 6

Three entries already listed, sorted by molar mass, lowest first:
Results for CCCNC(=O)C(Cc1ccccc1)NC(=O)c1ccccc1 (configuration not stated) ?
STK33 kinase inh: 1.1; OX1R antag-1: -11; OX1R antag-2: 8

How did CC1(C)CC(NC(=O)C(=O)NCCc2ccccc2)CC(C)(C)N1 do in these assays?
STK33 kinase inh: -1.5; OX1R antag-1: -12; OX1R antag-2: 10

Results for COc1c(Cl)ccc(Cl)c1C(=O)NC(=O)N1CCOCC1 ?
STK33 kinase inh: 0.5; OX1R antag-1: -7; OX1R antag-2: 1

(list continues)
What do the screens show for `COc1ccc(S(=O)(=O)NCCSCc2ccco2)cc1OC`?
STK33 kinase inh: -0.2; OX1R antag-1: -18; OX1R antag-2: -6

Results for COc1ccc(C(=O)[C@@H]2CC[C@](C)(C(=O)O)C2(C)C)cc1 ?
STK33 kinase inh: -0.7; OX1R antag-1: -8; OX1R antag-2: 17

Results for COc1ccccc1CNC(=O)CCn1c(=O)sc2ccccc21 ?
STK33 kinase inh: -1.5; OX1R antag-1: -6; OX1R antag-2: 3

How did COCCCn1cc(C(=O)c2cc(OC)ccc2OCC(=O)N2CCCCC2C)cc(C#N)c1=O (configuration not stated) do in these assays?
STK33 kinase inh: -0.5; OX1R antag-1: -32; OX1R antag-2: 23

What do the screens show for `O=C1CC(c2ccc(OCCCCCOc3ccc(C4CC(=O)NC4=O)cc3)cc2)C(=O)N1` (configuration not stated)?
STK33 kinase inh: -1.3; OX1R antag-1: -25; OX1R antag-2: -3

How did CC(C)Sc1nc(SCC(=O)NCc2ccco2)c2c3c(sc2n1)COC(C)(C)C3 do in these assays?
STK33 kinase inh: -0.1; OX1R antag-1: -38; OX1R antag-2: 26

What do the screens show for `CC(C)(C)C(=O)Nc1ccc(F)cc1[N+](=O)[O-]`?
STK33 kinase inh: -3.1; OX1R antag-1: -6; OX1R antag-2: 4

How did O=C(c1ccco1)N1CCN(C(=O)C2CCCO2)CC1 (configuration not stated) do in these assays?
STK33 kinase inh: -1.1; OX1R antag-1: 9; OX1R antag-2: 31

How did O=C(CCc1ccccc1)N=C1SC2CS(=O)(=O)CC2N1c1ccccc1F (configuration not stated) do in these assays?
STK33 kinase inh: 3.9; OX1R antag-1: -10; OX1R antag-2: 10

How did CCOC(=O)C1CCCN(C(=O)Cn2nc(C)c3c(C)n(-c4ccccc4)nc3c2=O)C1 (configuration not stated) do in these assays?
STK33 kinase inh: 0.5; OX1R antag-1: -27; OX1R antag-2: 10

Results for O=C(N=Nc1c(O)[nH]c2ccc(Cl)cc12)c1cc(-c2cccs2)nc2ccccc12 ?
STK33 kinase inh: 0.3; OX1R antag-1: -15; OX1R antag-2: 13

How did COc1ccc(S(=O)(=O)Nc2cccc(C)n2)c2ccccc12 do in these assays?
STK33 kinase inh: 2.0; OX1R antag-1: -11; OX1R antag-2: 19

How did COC(=O)N1CN(C(=O)OC)CN(C(=O)OC)C1 do in these assays?
STK33 kinase inh: -0.3; OX1R antag-1: -9; OX1R antag-2: 27

What do the screens show for `CC1(C)CC(=O)c2cc(OCC(=O)NCCN3CCCc4ccccc43)ccc2O1`?
STK33 kinase inh: -0.8; OX1R antag-1: -23; OX1R antag-2: 15

What do the screens show for `O=C(c1cc(-c2ccc3c(c2)OCO3)on1)N1CCCCC1`?
STK33 kinase inh: -1.0; OX1R antag-1: 1; OX1R antag-2: 25

How did CC(=O)NC(=S)Nc1ccc(NC(=O)COc2ccc(Cl)cc2Cl)cc1 do in these assays?
STK33 kinase inh: -0.5; OX1R antag-1: -31; OX1R antag-2: 5

How did O=C(/C=N/O)NCCN1CCCCC1 do in these assays?
STK33 kinase inh: -3.6; OX1R antag-1: 7; OX1R antag-2: 30

Results for CCNC(=S)NNC(=O)Cn1c(=O)c2c(ncn2CCOC)n(Cc2ccccc2)c1=O ?
STK33 kinase inh: -1.4; OX1R antag-1: -9; OX1R antag-2: 10

What do the screens show for `CCn1c(N)[n+](CC(=O)Nc2ccc(SC(F)F)cc2)c2ccccc21`?
STK33 kinase inh: -0.4; OX1R antag-1: -12; OX1R antag-2: 10

Results for Cn1cnnc1SCC(=O)Nc1ncc(C(F)(F)F)cc1Cl ?
STK33 kinase inh: 1.0; OX1R antag-1: 6; OX1R antag-2: 10

How did CC(C)CCOP(=O)(c1ccc(N(C)C)cc1)C(O)c1ccc(Cl)cc1Cl (configuration not stated) do in these assays?
STK33 kinase inh: -0.9; OX1R antag-1: -47; OX1R antag-2: -6

In the list so far, these contain a nitro group on carbon:
How did COc1ccc(-n2c(CN3CCN(C)CC3)nc3ccc([N+](=O)[O-])cc3c2=O)c(OC)c1 do in these assays?
STK33 kinase inh: -0.7; OX1R antag-1: -24; OX1R antag-2: 27

How did O=C(CN(c1ccccc1)S(=O)(=O)c1ccccc1[N+](=O)[O-])Nc1cccnc1 do in these assays?
STK33 kinase inh: -1.5; OX1R antag-1: -34; OX1R antag-2: 5

What do the screens show for `CC(C)(C)C(=O)Nc1ccc(F)cc1[N+](=O)[O-]`?
STK33 kinase inh: -3.1; OX1R antag-1: -6; OX1R antag-2: 4
